# Pf Dd2 inh: inhibitors of Plasmodium falciparum Dd2 growth; AID 1347417; Potency, µM (titrated, usually from 28.9 µM), without a hit: at the top dose activity, negative = inhibition, usual class: inhibitors; hit rate 4.3% among 120,000; P. falciparum Dd2 growth, SYBR Green, 72 h; active = well fitted inhibition curve with a large enough effect; inconclusive = small, poorly fitted or top-dose-only effect; inactive = no such curve, though single readings can be large or run the other way;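 note: plate controls were DMSO vehicle for no effect and reference drug for full effect; nearly all actives have a fitted effect of over 65% in size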
#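 Readout: SYBR Green fluorescence, 485 nm excitation, 535 nm emission, after ~16 h lysis at 37C. Before that, Dd2-infected red cells (2.5% hematocrit) grew 72 h with compound, 29 uM top final concentration.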
# * marks the source's active call; other numbers are inactive results; i = inactive; ? = inconclusive; ! = not active in a repeat; [ ] = dose if it differs, or a comment. Potency is the fitted concentration of half-maximal effect. An excerpt; the hit share may differ from the screen's.
SMILES,Pf Dd2 inh
Cc1cc(C)c2nc(N(Cc3cccnc3)C(=O)c3ccc(S(=O)(=O)N(C)C)cc3)sc2c1,?
CN(C)c1cc(N2CCCC(NC(=O)Cc3ccsc3)C2)ncn1 (stereo unspecified),35.3%[activator][5.79 µM]
COC[C@H]1CCCN1Cc1nc(C2(O)CCN(Cc3ccccc3O)CC2)cs1,?
C=CCNC(=O)C1N(C(C)C)C(=O)C12CCCC2 (stereo unspecified),11.5%
CC1Oc2ccc(NC(=O)c3cccs3)cc2CN(Cc2ccccc2)C1=O (stereo unspecified),i
CC(C)[C@]1(O)CN(S(=O)(=O)c2ccc3c(c2)CCC(=O)N3)C[C@H]1C,-1.9%
CC(=O)c1ccc(NC(=O)Cn2cc(S(=O)(=O)Cc3cccc(Cl)c3)c3ccccc32)cc1,i
CC(NC(=O)c1ccc2c(c1)sc1nc(-c3ccc(F)cc3)cn12)C12CC3CC(CC(C3)C1)C2 (stereo unspecified),?
Fc1ccccc1-c1nnc([C@H]2CCN(Cc3ccccc3)C2)o1,i
COc1ccc(NC(=O)[C@@H]2C[C@@H](c3ccc(F)cc3)N(CCOc3ccccc3)C2)cn1,?
CC(C)NC(=O)C[C@@H]1C[C@H]2O[C@H](CNC3CCCCC3)[C@@H](O)[C@H]2O1,17.3%[44.1 µM]
CCCCCOc1ccc(C2c3c(oc4ccccc4c3=O)C(=O)N2c2nc(C)c(C)s2)cc1OCC (stereo unspecified),83.2%[activator]
O=C(OCc1ccccc1)N1CCCC2(C1)C(=NC1CCCC1)NC(=O)N2c1cc(F)cc(F)c1 (stereo unspecified),-28.4%
O=C(O)c1cccc(C2CCCN(C(=O)c3c(F)cccc3Cl)C2)c1 (stereo unspecified),-3.9%
CC(=O)NC[C@H]1OC[C@@H](NC2CCCC2)[C@@H]1O,-11.7%[44.1 µM]
Cc1nc2cccnc2n1CC1CCCN(S(=O)(=O)Cc2ccc(Cl)cc2)C1 (stereo unspecified),?
CCn1c(SCC(=O)Nc2ccccc2C(=O)OC)nc2ccsc2c1=O,i
CN(C)c1ccc(NC(=O)Cn2nc3n(c2=O)CCCCC3)cc1,32.9%[activator]
CCc1cn[nH]c1C1CCCN(C(=O)c2cnn(-c3ccccc3OC)c2)C1 (stereo unspecified),-18.5%
CC(C)C[C@@H](NC(=O)C1=C[C@@H](NC(=O)c2ccccc2Br)[C@@H](O)[C@H](O)C1)C(N)=O,-0.9%
Cc1cccc(C)c1NC(=O)N(C)CC1CCOC1 (stereo unspecified),16.6%[5.79 µM]
Cc1cc(NC(=O)c2ccc3c(c2)N(C)C2CCCCN2C3=O)ccc1Cl (stereo unspecified),?
Cc1c(C(=O)NCc2ccccc2)sc2nc3n(c(=O)c12)CCCCC3,-8.7%
O=C(Nc1ccc2c(c1)CCC2)c1nnn2c1COC(c1ccc(F)cc1)C2 (stereo unspecified),-16.4%
O=C1NC(C(=O)NCc2ccco2)Cn2cccc21 (stereo unspecified),i
Cc1cccc(N2CCN(c3nccc(-c4ccccn4)n3)CC2)n1,-13.5%
CC(C)c1nnc(C2CN(C(=O)c3ccc(F)cc3)CC23CCOCC3)o1 (stereo unspecified),-1.6%
Cc1ccc(C#N)c(NCc2cccnc2Oc2cccc(C(F)(F)F)c2)n1,?
O=C(NCc1ccccc1)c1nc2c(o1)CCN(Cc1ccc(F)cc1)CC2,-9.4%[44.1 µM]
CCc1nc(-c2c3n(c(=O)n(CC(=O)Nc4cccc(C#N)c4)c2=O)CCCCC3)no1,?
COCC1CN(C(=O)NCc2ccc(OC)cc2)CC12CCNCC2 (stereo unspecified),i
Cc1cccc(-c2noc(CN(C(=O)COc3ccc(C(C)C)cc3)C(C)C)n2)c1,?
O=C(c1ccccc1)N1CC[C@H](c2nc3ccc(F)cc3[nH]2)C1,-9.4%[44.1 µM]
COc1cccc(C(=O)NC2CCCN(c3cc(-c4ccccc4)[nH]n3)C2)c1OC (stereo unspecified),-13.6%
Cc1cn(C)c(CC(=O)N2CCN(c3cccc(Cl)c3)CC2)c1C(=O)O,2.4%
CCc1cnc2c(c1SCC(=O)Nc1ccc(OC)c(OC)c1)c(=O)n(C)c(=O)n2C,-14.7%
CCn1nnc2cc(C(=O)Nc3ccc(Cl)cc3C)ccc21,13.8%
O=C(Cn1nc(C(F)(F)F)c2c1CCCC2)Nc1ccc(F)c(Cl)c1,-11.4%
CCCCS(=O)(=O)Nc1ccc([C@H]2OCC(=O)N(Cc3ccc(F)cc3)[C@@H]2CO)cc1,-13.2%
Cc1cc(C)c(NC(=O)Cn2c(=O)n(CCC(C)C)c(=O)c3cccnc32)c(C)c1,-5.5%
Cn1nccc1C(=O)N1[C@H]2CC[C@@H]1c1cnc(-c3ccccc3)nc1C2,i
CCc1nnc(NC(=O)CSc2nccn2Cc2ccc(C)cc2)s1,i
O=C([C@@H]1C[C@H](Oc2cccnc2)CN1C(=O)NC1CCCCC1)N1CCOCC1,37.4%[activator]
COc1ccc(Nc2nccc3c(=O)cc(-c4ccccn4)oc23)cc1OC,i
O=C(Cn1ccn2nc(-c3ccccc3)c(CO)c2c1=O)Nc1ccc2c(c1)OCO2,-5.3%
COc1ccc(-c2coc3c2c(C)cc2oc(=O)c(C)c(C)c23)cc1,-17.6%
C1CCC(c2nc(CCOCC3CCOCC3)no2)NC1 (stereo unspecified),i
CN1CCC(Nc2nccc3c(=O)cc(N(C)c4ccccc4)oc23)CC1,-26.1%[44.1 µM]
O=C(c1cccs1)C1CCCN(C(=O)c2ccc(N3CCCC3=O)cc2)C1 (stereo unspecified),-6.8%
COc1ccc(OC)c2sc(N3CCN(C(=O)c4ccco4)CC3)nc12,i
COC1CCC12CCN(C(=O)c1cccs1)CC2 (stereo unspecified),-15.9%
CCC(=O)Nc1ccc(-c2nc3ncccc3o2)cc1C,13.5%
O=C(O)C[C@@H]1CCN(C(=O)c2ccc(C(F)(F)F)cc2)C[C@@H]1CCN1CCN(c2ccc(F)cc2)CC1,?
CC(C)(C)C(=O)N1CC[C@@H](CC(=O)O)[C@@H](CCN2CCC[C@H]2C(N)=O)C1,6.5%[44.1 µM]
Cc1cccc(C(=O)N2CCc3cc(CNC(=O)c4cc5ccccc5[nH]4)ccc32)c1,i
COc1ccc(-c2cc(N3CCCC(NC(=O)c4ccc(C)nc4)C3)n[nH]2)cc1 (stereo unspecified),?
COc1ccccc1OCCCn1c(-c2ccc(Cl)cc2)nc2ccccc2c1=O,-15.1%
OCC1(Cc2ccc(F)cc2)CCCN(c2nc3ccccc3s2)C1 (stereo unspecified),i
O=C(O)Cn1ccc2cc(OCC3CCN(C(=O)OC4CCCC4)CC3)cnc21,i
COc1ccc(C2(C(=O)N3CCC[C@H]3c3nc(-c4ccccc4Cl)no3)CC2)cc1,?

# Three structures already listed, ordered by molar mass, lowest first:
SMILES,Pf Dd2 inh
COC1CCC12CCN(C(=O)c1cccs1)CC2 (stereo unspecified),-15.9%
Cn1nccc1C(=O)N1[C@H]2CC[C@@H]1c1cnc(-c3ccccc3)nc1C2,i
CN1CCC(Nc2nccc3c(=O)cc(N(C)c4ccccc4)oc23)CC1,-26.1%[44.1 µM]

# Continued:
SMILES,Pf Dd2 inh
c1ccc(Cc2nnc(SCc3nc(-c4cccs4)no3)n2-c2ccccc2)cc1,12.4%
Cc1noc(C)c1S(=O)(=O)N1CCCC(CO)CCNC(=O)CC1 (stereo unspecified),4.6%
O=C(N1CCC2(CC1)[C@H](O)C[C@@H]2OCCO)C1(c2ccccc2)CCCC1,-19.0%
Cc1cc(C)c(NC(=O)C(C)n2nc(-c3ccc(C)c(C)c3)ccc2=O)c(C)c1 (stereo unspecified),2.4%
CC(C)Oc1ccc(CNS(=O)(=O)c2csc(C(N)=O)c2)cc1,?
Cc1ccc(Cn2c(=O)n(-c3cccc(C(F)(F)F)c3)c(=O)c3c(C)c(C)sc32)c(C)c1,-14.3%
Cc1ccccc1S(=O)(=O)N1[C@H]2CC[C@@H]1c1cnc(-c3ccc(F)cc3)nc1C2,-24.5%
N#Cc1c(N)n(-c2cccc(Cl)c2)c2nc3ccccc3nc12,5.3%
CCn1ccc(C(=O)N2CCCC(CO)CCNC(=O)CC2)n1 (stereo unspecified),17.6%
COc1cc(CN2CCN(c3ncnc4[nH]ccc34)CC2CCO)cc(OC)c1 (stereo unspecified),-8.3%
O=C(NCc1ccc2c(c1)CCN2C(=O)c1ccncc1)c1ccccc1Cl,i
CCn1c(C)c(C)c2cc(C(=O)NCCCN3CCCCC3)ccc21,i
Cc1nc(CN2CCN(CC3(O)CCNC3)CC2)cs1 (stereo unspecified),7.0%
COc1cccc(CN2C(=O)c3ccccc3Sc3ccc(C(=O)NCCc4ccc(Cl)cc4)cc32)c1,11.2µM*
COCCN1C(=O)c2cccn2CC1CNC(=O)c1ccc(Cc2c(C)noc2C)o1 (stereo unspecified),-7.9%
N#Cc1c(-c2ccccc2)cc(-c2ccccc2)nc1SCC(=O)Nc1ccc(Cl)cc1,-13.2%
CCc1ccc(NC(=O)N2c3ccccc3Sc3ccccc32)cc1,-20.9%[5.79 µM]
CCn1cc(CN(C)C(=O)C2N(C(C)C)C(=O)C23CCCC3)c(C)n1 (stereo unspecified),8.4%
CC(=O)c1cccc(NC(=O)O[C@@H]2CO[C@H]3[C@@H]2OC[C@@H]3Nc2nccc(-c3ccccc3)n2)c1,24.3%
CC(=O)Nc1ccc(C)cc1-c1nc2ccccc2n(Cc2cccc(Br)c2)c1=O,12.7%
O=C(c1ccc(Cl)s1)N1CCc2n[nH]c(=O)n2CC1,16.3%
CCN(C(=O)Nc1cn(CC(C)C)c(=O)c2ccccc12)c1cc(C)ccc1C,?
CCCc1noc(-c2cccn3c(CNC(=O)c4ccccc4C)nnc23)n1,i
COC[C@@H]1CN(C(=O)c2ccoc2C)C[C@H]1c1nc(C2CC2)no1,23.5%
CN1CCN(c2nc3c(c(=O)[nH]2)CCN(Cc2cc(F)ccc2F)CC3)CC1,41.3%[activator][5.79 µM]
COc1ccccc1N1CCN(C(=O)c2cc3ccc4ccc(C)[nH]c4c3n2)CC1,12.6µM*
O=C(CCc1cc(=O)[nH]o1)N[C@H](C1CCNCC1)C1CC(O)C1 (stereo partly specified),-6.0%
CC(=O)N1CC(n2cc(C(=O)NCC3CC3)nn2)C1,19.7%
O=C1NC(C(=O)NCCCn2cccn2)Cn2cccc21 (stereo unspecified),15.6%
CC1(NC(=O)C2CC2)CN(Cc2nc(-c3cccc(F)c3)cs2)C1,-22.5%[44.1 µM]
CCOc1ccccc1NC(=O)N1CCCC(Cn2c(C3CC3)nc3cccnc32)C1 (stereo unspecified),?
CC(C)c1noc([C@@H]2C[C@H](NS(=O)(=O)Cc3ccccc3)CN2C)n1,i
Cc1cccc(NC(=O)Cn2c(N3CCN(c4ccccc4)CC3)nc(C)cc2=O)c1,?
Cc1ccc(N2CCN(C(=O)[C@@]34CCCC[C@H]3N(C)C(=O)CC4)CC2)cc1,10.3%
COc1ccc(-c2cc(C(=O)Nc3c(C(=O)c4ccc(C)cc4)oc4ccccc34)no2)cc1,57.2%[activator]
CC(=O)Nc1ccc(C2(C(=O)N3CCN(c4ccccc4)CC3)CCCCC2)cc1,i
Cc1nc(C)c(CN2CCOC[C@H](Oc3ccc(S(C)(=O)=O)cc3)C2)s1,8.6%[44.1 µM]
Cc1cc(O)c(C(c2ccccc2)N2CCN(c3ccccc3)CC2)c(=O)n1Cc1ccco1 (stereo unspecified),i
COc1cccc(CN2C[C@@H](F)[C@@H](OCc3nc4ncccc4[nH]3)C2)c1,-20.4%[44.1 µM]
O=C(NC1CCCC1)N1CCC2(C1)C(=O)N(CCc1ccccc1)c1ccccc12 (stereo unspecified),7.94µM*!
COc1cc(NC(=O)CSc2nc(-c3ccccc3)no2)cc(OC)c1,1.12µM*
O=C1CC(c2ccccc2)N(C(=O)CNS(=O)(=O)c2cccc3cccnc23)CCCCCN1 (stereo unspecified),i
CCN(CC)c1ccc2cc(-c3nc(-c4ccccc4F)no3)c(=O)oc2c1,19.1%
CCOC(=O)c1c(-c2ccc(C)cc2)csc1NC(=O)c1cc(=O)c2cc(C)cc(C)c2o1,13.5%
Cc1ccc(-n2nc(C(=O)N3CCN(c4ccccc4F)CC3)c(=O)n(C)c2=O)cc1,3.5%
Cc1c(C(=O)N(C)C)sc2c1c(=O)n(-c1ccc(Cl)c(Cl)c1)c(=O)n2CC(=O)Nc1cccc(C(F)(F)F)c1,i
COC(=O)c1ccc(NC(=O)c2c(NCc3ccc(C)o3)sc3c2CCCC3)cc1,10µM*
CCOc1ccc(OCC)c(NC(=O)c2c(C)nn(-c3ccccc3)c2-n2cccc2)c1,?
CC(O)CCn1ccc2[nH]c(=O)c(C#N)cc2c1=O (stereo unspecified),-4.4%
COc1cccc(CNC(=O)c2cccn2-c2nnc(N3CCCC3)s2)c1,21.0%
COc1ccc(-c2cnc3n[nH]c(-c4ccccc4C)c3n2)cn1,i

# Part of the list above, reformatted:
smiles | Pf Dd2 inh
Cc1c(C(=O)NCc2ccccc2)sc2nc3n(c(=O)c12)CCCCC3 | -8.7%
Cc1ccc(C#N)c(NCc2cccnc2Oc2cccc(C(F)(F)F)c2)n1 | ?
CCn1cc(CN(C)C(=O)C2N(C(C)C)C(=O)C23CCCC3)c(C)n1 (stereo unspecified) | 8.4%

# Exported with tabs: 5 of the compounds above
mol	Pf Dd2 inh
COc1ccc(NC(=O)[C@@H]2C[C@@H](c3ccc(F)cc3)N(CCOc3ccccc3)C2)cn1	?
CC(C)NC(=O)C[C@@H]1C[C@H]2O[C@H](CNC3CCCCC3)[C@@H](O)[C@H]2O1	17.3%[44.1 µM]
CCCCCOc1ccc(C2c3c(oc4ccccc4c3=O)C(=O)N2c2nc(C)c(C)s2)cc1OCC (stereo unspecified)	83.2%[activator]
O=C(OCc1ccccc1)N1CCCC2(C1)C(=NC1CCCC1)NC(=O)N2c1cc(F)cc(F)c1 (stereo unspecified)	-28.4%
O=C(O)c1cccc(C2CCCN(C(=O)c3c(F)cccc3Cl)C2)c1 (stereo unspecified)	-3.9%

# Compound activity deposited in PubChem by National Center for Advancing Translational Sciences (NCATS).
